# Compound activity deposited in PubChem by Sanford-Burnham Center for Chemical Genomics.
# SENP6 block = SENP6 protease inhibition | Q9GZR1 | 330,000 compounds, 1.8% hits | Recombinant SENP6 catalytic domain, aminoluciferin luminescence | inhibition, % at 10 µM | AID 2599;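 active = inhibition above about 50% at the single tested dose, limit read from the data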;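 also: plate controls were DMSO wells with enzyme for no effect and DMSO wells lacking enzyme for full effect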
# SENP7 inh = blocks the human protease SENP7; 330,000 compounds, 1.5% hits; recombinant SENP7, Z-RLRGG-aminoluciferin luminescence, 40 min; inhibition, % at 5 µM; Q9BQF6;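 active = inhibition above about 50% at the single test dose, limit read from the data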;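 also: plate controls were DMSO with enzyme for no effect and no enzyme buffer wells for full effect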
# SENP8 block-1 = blocks human SENP8 cleavage of Nedd8 substrate | Q96LD8 | recombinant SENP8, Nedd8 substrate fluorescence | inhibition, % at 20 µM | 360,000 compounds, 0.64% hits | AID 602440; in the data active = inhibition mostly above about 40%, no sharp cut-off; inactive = mostly below about 27%
# PfGluPho inh = PfG6PD (Plasmodium falciparum) enzyme inhibition | PfGluPho enzyme, NADPH resazurin-diaphorase fluorescence | inhibition, % at 20 µM | 350,000 compounds, 0.78% hits;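 active = inhibition reaching at least a set limit at 20 µM in the primary screen, cut at about 59% in these data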;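 also: 0% = DMSO wells with substrate and 100% = DMSO wells lacking glucose-6-phosphate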
# beta cell repl = induces beta-cell replication in MIN6 cells | 330,000 compounds, 0.29% hits | AID 2380 | MIN6 cells proliferation, ATPlite luminescence, 48 h; cells starved in 0.2% serum; 100% = growth in 10% serum | proliferation, % at 10 µM;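 active = compounds whose signal lies at least 3.5 SD above the mean of all wells on their plate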;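 also: 0% = DMSO-treated cells in low-serum medium and 100% = 10% serum control; some compounds called inactive have numbers as strong as hits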
# HKDC1 inhibitor = blocks human hexokinase HKDC1 activity; Q2TB90; inhibition, % at 20 µM; recombinant HKDC1, G6PDH/diaphorase resazurin coupled fluorescence; 340,000 compounds, 0.16% hits; AID 493160;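 active = inhibition above about 35% when tested at 20 µM, limit read from the data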;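 also: plate controls were DMSO wells with enzyme for no effect and DMSO wells lacking enzyme for full effect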
# Target sequence (Q2TB90 whole entry, looked up): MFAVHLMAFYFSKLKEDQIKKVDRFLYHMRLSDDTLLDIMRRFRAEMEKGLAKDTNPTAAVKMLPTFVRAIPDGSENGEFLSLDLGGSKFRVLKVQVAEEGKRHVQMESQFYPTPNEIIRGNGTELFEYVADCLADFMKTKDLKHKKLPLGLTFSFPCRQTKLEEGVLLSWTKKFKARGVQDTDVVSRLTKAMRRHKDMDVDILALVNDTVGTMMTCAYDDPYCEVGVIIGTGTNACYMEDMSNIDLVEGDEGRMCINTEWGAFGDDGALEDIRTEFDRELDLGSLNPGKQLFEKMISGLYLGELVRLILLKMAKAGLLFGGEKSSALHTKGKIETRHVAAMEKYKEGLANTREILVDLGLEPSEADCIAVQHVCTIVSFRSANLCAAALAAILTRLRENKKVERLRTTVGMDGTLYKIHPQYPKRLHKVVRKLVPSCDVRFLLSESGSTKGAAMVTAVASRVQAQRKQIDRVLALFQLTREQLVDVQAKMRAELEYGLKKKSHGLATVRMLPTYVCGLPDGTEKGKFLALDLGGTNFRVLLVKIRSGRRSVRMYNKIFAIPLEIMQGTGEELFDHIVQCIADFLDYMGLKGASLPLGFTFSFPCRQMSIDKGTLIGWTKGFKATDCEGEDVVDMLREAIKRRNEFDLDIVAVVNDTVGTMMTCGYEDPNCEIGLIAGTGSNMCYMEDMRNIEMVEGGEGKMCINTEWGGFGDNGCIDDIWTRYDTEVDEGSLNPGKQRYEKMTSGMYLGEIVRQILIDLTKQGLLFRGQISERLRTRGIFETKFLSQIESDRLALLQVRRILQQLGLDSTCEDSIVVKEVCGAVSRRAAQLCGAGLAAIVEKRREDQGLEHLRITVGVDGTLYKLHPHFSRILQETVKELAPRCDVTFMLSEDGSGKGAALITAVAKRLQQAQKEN
#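 Test system: HK5 enzyme. Quantity: 5 µg/mL HK5 final. Reagent: glucose and ATP substrates. Schedule: 90 min reaction incubation at room temperature, dark. Technique: resazurin-to-resorufin fluorescence via G6PDH and diaphorase coupling, 525/613 nm. Control set: DMSO wells with and without enzyme mix.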
# SENP1 inh = blocks the human SENP1 SUMO protease catalytic domain; inhibition, % at 10 µM; recombinant SENP1 catalytic domain, CyPet-SUMO1-YPet FRET cleavage; 360,000 compounds, 0.21% hits; Q9P0U3; AID 624204;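 active = inhibition at least 30% at 10 µM, raw YFP signal under a set limit, fluorescence ratio 0.5 to 1.5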;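 also: 0% = enzyme with DMSO and 100% = no enzyme wells; some results filed as inactive read as strong as hits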
#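 System: Recombinant human SENP1 catalytic domain, His6-tagged | Incubation: Enzyme reaction for 50 min at room temperature, dark | Medium: Tris pH 8 with BME, BSA, NP40 and catalase | Also added: 25 nM SUMO1 FRET substrate | Compound: 10 µM single point, 0.5% DMSO | Measured by: FRET fluorescence in CFP and YFP emission channels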
# SENP8 block-2 = SENP8 protease inhibition. Q96LD8. purified SENP8, Z-RLRGG-aminoluciferin cleavage, luminescence. inhibition, % at 10 µM. 330,000 compounds, 1.2% hits. AID 2540; in the data active = inhibition above about 50%
# UBC13 inh = inhibitors of human UBC13 polyubiquitin chain formation. P61088. TR-FRET. inhibition, % at 20 µM. 330,000 compounds, 0.47% hits. AID 485273; in the data active = inhibition above about 45%, passing the limit was not always enough
# Target sequence (P61088 whole entry, looked up): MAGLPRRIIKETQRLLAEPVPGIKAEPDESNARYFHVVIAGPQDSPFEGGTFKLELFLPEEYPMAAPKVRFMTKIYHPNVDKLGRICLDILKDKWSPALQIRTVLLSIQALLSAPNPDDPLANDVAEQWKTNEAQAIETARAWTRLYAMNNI
# * hit, by the source's call; nt = not tested or not shown.
SMILES,SENP6 block,SENP7 inh,SENP8 block-1,PfGluPho inh,beta cell repl,HKDC1 inhibitor,SENP1 inh,SENP8 block-2,UBC13 inh
COc1ccc(C(=O)C(C)Oc2cccc(NC(=O)c3cccc([N+](=O)[O-])c3)c2)cc1 (stereo not given),-18,10,26,2,0,0,3,-1,-3
CCCCn1cnc2c(oc3nc4c(cc32)CCCC4)c1=O,7,24,-21,-7,-3,6,-3,-5,-3
Cc1nc2ccccc2c(=O)n1-c1ccc(NS(=O)(=O)c2cc(F)ccc2F)cc1,-10,-6,11,-11,4,1,2,0,-12
O=C(CNC(=O)c1ccc(Br)cc1)c1ccccc1,22,15,23,6,-2,-6,1,-7,9
Cc1ccc(-c2nc(CSCC(=O)Nc3cc(C)on3)c(C)o2)cc1,-9,7,15,9,0,-1,3,-10,-5
O=C(COc1coc(CN2CCc3ccccc3C2)cc1=O)Nc1ccc(F)cc1,-1,2,9,-9,-1,-2,-7,3,2
COC(=O)CNC(=O)CNC(=O)c1nn(-c2ccc(OC)c(OC)c2)c(=O)c2ccccc12,-25,-6,2,3,-3,-2,0,-7,-2
C[C@H]1CN([C@@H](C)CO)C(=O)c2cccc(NC(=O)Nc3ccc(C(F)(F)F)cc3)c2O[C@@H]1CN(C)C(=O)Nc1ccc(F)cc1,-14,10,5,25,-6,4,0,2,32
CCSc1nc(=S)cc(C)[nH]1,nt,nt,16,55,nt,-2,3,nt,nt
O=c1[nH]c2ccccc2n1C1=CCCC1,-8,14,14,5,3,-7,-1,-4,-5
COc1ccc(CCNC(=O)c2ccccc2C(=O)NCCc2ccc(OC)cc2)cc1,-8,2,9,-2,-2,-6,-1,-8,2
O=C(NCc1ccccc1)N1CCN(c2ccc(F)cc2)CC1,-12,-8,15,-14,-1,-3,3,-8,-15
O=C(c1cc2ncc(Br)cn2n1)N1CCOCC1,-6,-7,6,3,1,-11,1,4,7
Cc1ccc(S(=O)(=O)CCc2nnc(NC(=O)CCl)s2)cc1C,-1,7,1,-7,-5,3,1,5,9
O=S(=O)(c1ccccc1)c1nc(NCc2ccccc2)sc1Cl,-2,0,6,32,0,-3,0,-4,10
Cc1ccc(NC(=O)CCC(=O)c2ccc(Br)cc2)cc1,nt,nt,-2,10,nt,-2,2,nt,nt
Cc1ccccc1N1C(=O)c2ccccc2C1Nc1cccnc1 (stereo not given),-23,5,5,9,-3,-6,4,1,8
CCOC(=O)C1(CCCCCCOc2ccc(Cl)cc2)CO1 (stereo not given),-16,5,nt,nt,-3,nt,nt,7,11
COc1ccc(/C(C#N)=C/c2c(-c3ccc(Cl)cc3)nc3c(C)cccn23)cc1,-6,-4,-28,8,-3,7,-8,-11,-5
O=S(=O)(NCc1csc(-c2cccnc2)n1)c1ccc(F)cc1,3,5,1,-9,-2,-4,0,1,-4
Cc1cc(/C=C2/NC(=O)NC2=O)c(C)n1-c1cccnc1,7,-8,-64,-2,0,-9,-1,-4,-13
CC(C)Cn1nc(NC(=O)C2CCCO2)c2cc3ccccc3nc21 (stereo not given),15,4,-421,5,6.5*,1,-21,0,5
C=CCOc1ccc(/C=C2\SC(N)=NC2=O)cc1OC,5,3,-99,22,-1,4,3,2,-6
COc1ccc(C(=O)N/N=C(\C)CC(=O)Nc2ccc3c(c2)OCO3)cc1,-11,2,11,-14,-2,0,-1,3,-2
CC(=O)Nc1ccc(NC(=O)COC(=O)c2c(C)nn(-c3ccccc3)c2C)cc1,-9,3,1,-9,-1,-9,1,-3,8
O=C(O)c1cccc(N2C(=O)c3ccc(Oc4ccc(Cl)cc4)cc3C2=O)c1,-6,-2,6,-19,2,4,3,12,-10
COc1cc(OC)c(NC(=O)CCNS(=O)(=O)c2ccc3c(c2)oc(=O)n3C)cc1Cl,1,-7,4,4,5,-2,6,-5,4
C[C@H](CO)N1C[C@H](C)[C@@H](CN(C)S(=O)(=O)c2cccs2)Oc2c(NS(=O)(=O)c3ccc(F)cc3)cccc2C1=O,15,-5,2,0,-3,-4,1,2,-1
CN(C)c1ccc(C=C2C(=O)OC(C)(C(C)(C)C)OC2=O)cc1 (stereo not given),-4,6,6,-12,-3,4,2,4,-40
CC(=O)Nc1cc2c(cc1NC(=O)Cn1nc(-c3ccccc3F)ccc1=O)OCCO2,-4,6,6,-6,0,-13,3,3,5
Cc1ccc(NC(=S)N/N=C/c2c(Cl)cccc2Cl)c(C)c1,3,10,29,-15,0,10,1,0,-2
COc1ccc(-c2nn(CC(=O)N3CCCCC3)c(=O)c3ccccc23)cc1,3,0,nt,nt,0,nt,nt,-6,-3
O=C(NNC(=O)c1ccc(NC(=O)c2ccccc2)cc1)c1ccc(F)cc1,4,1,-16,5,0,3,1,5,-8
CC(=O)Nc1ccc(-c2nn[nH]n2)cc1Cl,-1,-1,14,-14,2,4,2,-1,6
CCOC(=O)c1csc(-c2sccc2Br)n1,94*,98*,23,21,4,2,1,94*,-26
COc1ccc(C(=O)NCC(=O)N/N=C/c2cccc(OC(=O)c3ccco3)c2)cc1OC,-16,-7,5,13,0,-8,1,-8,-17
Cc1ccccc1OC(C)C(=O)Nc1cccnc1 (stereo not given),-7,-8,1,-10,-1,1,-1,-3,1
CO/N=C/c1cn(-c2ccc(Cl)cc2)nn1,6,2,25,0,-2,-8,2,-6,3
CNC(=O)c1[nH]cnc1C(=O)NCC(=O)OCc1ccccc1,-20,5,-3,0,-1,-3,2,-9,2
CC(C)OC(=O)CC12CN(C)CC(CC(=O)OC(C)C)(CN(C)C1)C2=O,-1,-3,7,-9,0,-10,2,-3,6
CC1CC(C)CN(C(=O)c2ccc(Br)c(S(=O)(=O)N3CCOCC3)c2)C1 (stereo not given),-8,-4,-9,2,1,1,2,6,-2
COc1cc(C=O)c(Br)cc1OCC(=O)NCc1ccccc1,-1,0,18,-8,-1,-5,3,-13,19
O=C(/C=C/c1ccco1)N/C(=C\c1ccco1)C(=O)NCCc1nc2ccccc2[nH]1,-13,6,13,16,0,-8,5,-1,-16
Cc1ccccc1NC(=O)CN(C)S(=O)(=O)c1cccs1,-20,-6,4,-12,2,-5,-1,-8,-8
COc1cc(/C=N/N=C2/C(=O)Nc3ccccc32)ccc1O,2,-1,35,11,0,2,-2,-12,-136
CCCn1nnc(NC(=O)c2ccc(OC)cc2)n1,-5,1,23,-4,1,-6,-1,-12,6
CCCCCCC(=O)NC(Nc1ccc(S(N)(=O)=O)cc1)C(Cl)(Cl)Cl (stereo not given),-4,-9,31,7,1,-7,2,-7,-2
CC1CC2(CC(C)(C(=O)CSc3n[nH]c(-c4ccccc4Cl)n3)OC2=O)C(=O)O1 (stereo not given),-1,-3,20,21,-2,-3,3,-8,2
Cc1ccccc1N(CC(=O)N1CCN(c2ccccc2)CC1)S(C)(=O)=O,-3,-3,36,4,-5,-4,1,5,5
O=C1CCN(CCCc2ccccc2)CCN1[C@H](CO)Cc1ccccc1,0,-1,17,-4,0,-6,0,3,8
O=C1CCC([N+](=O)[O-])C(c2ccccc2F)N1 (stereo not given),-2,-3,-1,-1,-2,-2,-4,6,5
CCN1C(=O)N[C@@H](c2cccc(F)c2)C(C(C)=O)=C1C,-15,-16,10,-8,-3,-4,1,-10,3
CCOC(=O)N1CCN(C(=O)CN(Cc2ccccc2)S(=O)(=O)c2ccc(OC)c(C)c2)CC1,-10,-10,25,-22,-3,-5,3,-3,-9
Cc1cc(C)n2nc(SCC#N)nc2n1,15,0,7,7,-3,-6,3,2,6
COc1cccc(CNC(=O)c2ccc(S(=O)(=O)N3CCCC3)cc2)c1,-6,10,4,-9,-2,-1,-1,0,0
COc1ccc(CCNC(=O)Cn2c(=O)n(-c3cc(F)ccc3F)c(=O)c3sccc32)cc1OC,12,-8,5,-5,-1,-4,-1,3,43
CCN(CC(=O)Nc1c(F)cccc1F)C(=O)CN(C)S(=O)(=O)c1ccc(F)cc1,9,-5,21,-3,-1,-3,2,11,-1
COc1cc(S(=O)(=O)Nc2c(C)nn(C)c2C)ccc1NC(C)=O,-1,11,0,-6,-2,-1,0,-5,1
COc1ccc(O)c(/C=C2/SC(=S)N(Cc3ccccc3)C2=O)c1,-14,-1,-12,54,-7,7,-22,5,-18
COc1cc(CN2CCN(CC3CC3)CC2CCO)cc(OC)c1 (stereo not given),-7,1,6,-4,-2,-5,0,-2,0
# Following part
SMILES,SENP6 block,SENP7 inh,SENP8 block-1,PfGluPho inh,beta cell repl,HKDC1 inhibitor,SENP1 inh,SENP8 block-2,UBC13 inh
COc1ccc(CC(=O)Nc2nc(-c3ccncc3)cs2)cc1,-6,-10,2,9,0,-4,3,-1,-10
Cc1ncc(CO)c2cc(C(=O)Nc3cccc(F)c3)c(=Nc3cccc(C(N)=O)c3)oc12,-8,-5,24,19,3,-4,-1,-7,7
Cc1nn(S(=O)(=O)N2CCOCC2)c(C)c1Br,3,1,4,-5,-2,-8,2,1,2
CC(C)(C)NS(=O)(=O)c1ccc(NC(=O)C2CCCO2)cc1 (stereo not given),-22,4,19,7,-2,-3,0,2,6
CC1CCC(C(=O)NC(C(=O)NCCN2CCC(C)CC2)C(C)C)CC1 (stereo not given),nt,nt,4,-11,nt,-2,-1,nt,nt
COc1cccc(NC(=O)CSc2nnc(-c3cccnc3)o2)c1,5,-3,6,-9,3,-5,1,8,4
O=C(C1CCCO1)N1CCc2ccccc21 (stereo not given),-7,5,20,-9,-5,8,-6,3,-9
COc1ccc(COC(=O)C2CCN(S(=O)(=O)c3cccs3)CC2)cc1,5,-2,6,7,-2,2,1,2,1
C[C@@H]1CCC[C@]2(O[C@H](CCO)C[C@H](O)[C@H]2O)O1,3,-1,14,-2,2,2,-1,3,0
O=C(COC(=O)CNC(=O)c1sc2ccccc2c1Cl)Nc1cc(Cl)cc(Cl)c1,8,-3,8,-7,2,-8,-1,-9,0
O=C(COc1ccc2ccccc2c1Br)Nc1ccncc1,-5,-7,-8,-3,-7,9,1,-16,7
COc1ccc(C)cc1Nc1n[n+](-c2ccccc2)c(-c2ccc(C(=O)O)cc2)s1,-1,-12,-2,10,2,-4,0,-10,-22
C[C@H]1CN([C@@H](C)CO)C(=O)Cc2cc(NC(=O)C3CC3)ccc2O[C@H]1CN(C)Cc1ccc(C(=O)O)cc1,-2,-4,3,4,0,-12,0,6,-8
CCCCCc1ccc(-c2cn(Cc3ccc4ccccc4c3)nn2)cc1,-17,-8,6,-21,2,-3,0,-10,-16
COC(=O)C(C)N1C(=O)S/C(=C/c2cc(C)n(-c3ccccn3)c2C)C1=O (stereo not given),1,0,-168,-10,-5,1,-41,-7,6
CCOc1ccc(N=CNc2ccc(OCC)cc2)cc1,-3,-11,14,4,-2,-2,3,-18,5
CCSc1nnc(NC(=O)CN2C(=O)NC3(CCCC3)C2=O)s1,6,9,14,6,-3,0,2,0,-1

# This is a random part of the collection (roughly 4% active in at least one column).
